TCR act: T cell receptor activation. primary human leukocytes, anti-CD3, IL-2 HTRF, 48 h. Potency, µM (titrated, usually from 9.22 µM), without a hit: at the top dose activation of IL-2 secretion, usual class: activators. 330,000 tested, under 10 active; note: % of control where 0% means no effect
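Readout: HTRF IL-2, Eu-cryptate/d2 antibody pair, 320nm excitation, 665nm emission. Stimulus: a-CD3 beads, no co-stimulation. Cells: primary human leukocytes. Exposure: 48 hr with compound.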
TRPV1 agonist: agonists of human vanilloid receptor 1 (TRPV1); Q8NER1; TRPV1-expressing cells, Fluo-8 calcium influx, agonist mode; activation, % at 8.33 µM; 320,000 tested, 0.19% active; in the data active = activation above about 80%; inconclusive = between about 30% and that limit; note: 0% is about no effect
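Fluo-8 calcium influx in TRPV1-expressing cells, kinetic read (ex 480/em 520 nm). Compound added and read 3 min for agonist activity, followed by capsaicin at EC20 final and 2 min further read for enhancement.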
AT treatment: potential ataxia-telangiectasia treatment | AID 485349 | 320,000 tested, 0.19% active | Potency, µM (highest dose often 57.5 µM), inactives show at the top dose activation, hits mostly activators | […] A-T fibroblasts, KAP-1 phosphorylation AlphaLISA; neocarzinostatin DNA damage 30 min before lysis; note: potency is the fitted concentration of half-maximal effect; % of control where 0% means no effect; nearly all actives have a fitted effect of over 45% in size
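hTERT-immortalized A-T patient fibroblasts ([…]), 500 cells/well in OPTI-MEM, 1% FBS, got compounds for 60 min, then NCS for 30 min at 37C. Lysates were then assayed for phospho-KAP-1 by AlphaLISA (anti-pKAP1 donor, anti-KAP1 acceptor beads), 6 hr at 25C.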
ELG1 repair inh: ELG1-dependent DNA repair inhibition; HEK293T ELG1-luciferase reporter, luminescence, 16 h; DNA damage induced by 5-fluorouridine; Potency, µM (titrated, usually from 46.1 µM), for inactives: top-dose activity change, negative = inhibition, usual class: inhibitors; 330,000 tested, 2.3% active; note: potency is the fitted concentration of half-maximal effect; % is set by controls: 0 for no effect and ±100 for the full control effect; nearly all actives have a fitted effect of over 55% in size
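Step one: seed 2,000 cells per well. Step two: pin-transfer compound or DMSO alongside 5-fluorouridine. Step three: incubate 16 hr, 37 °C, 5% CO2. Step four: add ONE-Glo, wait 30 min, read luminescence.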
CXXC DNA block: MLL CXXC-DNA interaction inhibition; Q03164; MLL-CXXC / FITC-HOXA9 DNA fluorescence polarization; Potency, µM (top dose mostly 115 µM), without a hit: top-dose activity change, negative = inhibition, hits mostly inhibitors; 290,000 tested, 0.037% active; active = well fitted inhibition curve with a large enough effect in the polarisation, with a control signal flat, not every such curve was filed as active; inconclusive = small, poorly fitted or top-dose-only effect, or effect the other way, or a change in a side signal; inactive = no such curve, though single readings can be large or run the other way; the % refers to the polarisation; note: potency is the fitted concentration of half-maximal effect
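Steps: dispense CXXC domain solution (7 uM) → pin compounds or unlabeled HOX-A9 DNA control → 5 min ambient → add FLSN-HOX-A9 solution (50 nM) → spin → 30 min ambient → fluorescence polarization. Tris pH 7.5/NaCl/DTT/BSA buffer.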
PTAP TSG101 blk: blocks PTAP/TSG101 interaction to inhibit HIV-1 budding; Q99816; 340,000 tested, under 10 active; Potency, µM (titrated, usually from 115 µM), inactives show at the top dose activity change, negative = inhibition, hits mostly inhibitors; AID 493005; Fluorescence polarization, FITC-PTAP peptide / Tsg101 binding; active = well fitted inhibition curve with a large enough effect in the main read-out, with a control signal flat, not every such curve was filed as active; inconclusive = small, poorly fitted or top-dose-only effect, or effect the other way, or a change in a side signal; inactive = no such curve, though single readings can be large or run the other way; note: potency is the fitted concentration of half-maximal effect; % of control where 0% means no effect
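Fluorescence anisotropy tracks displacement of a FITC-tagged PTAP peptide (50 nM) from the Tsg101 binding domain (10 uM), following a 20 min room-temperature incubation at pH 7.5.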
Integrin act MD: activates integrin-mediated alleviation for muscular dystrophy | alpha7betagal myoblasts, beta-gal FDG fluorescence, 48 h | Potency, µM (top dose mostly 38.3 µM), inactives show top-dose activation, hits mostly activators | 350,000 tested, 0.064% active | AID 624291;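 note: potency is the fitted concentration of half-maximal effect; 100% = response of the positive control SU9516; nearly all actives have a fitted effect of over 60% in size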
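alpha7betagal+/- myoblasts (passage 13, 250/well) treated 48 h at 37C with compounds at 1:260 dilution of DMSO stock. Lysed, then beta-galactosidase activity read as FDG fluorescence (ex 480/em 540) after 30 min, with pre-read for autofluorescence.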
B2AR arrestin: beta2AR (human) beta-arrestin recruitment activity; AID 492947; Potency, µM (titrated, usually from 46.1 µM), for the others: top-dose activation, actives largely listed as activators; 330,000 tested, 0.02% active; P07550; beta-arrestin recruitment to beta2AR, cell-based reporter;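 note: potency is the fitted concentration of half-maximal effect; 0% = DMSO controls and full agonism = EC100 isoproterenol or metaproterenol; nearly all actives have a fitted effect of over 65% in size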
BRCA1 expr act: activators of BRCA1 expression; MCF7-BRCA1-FFLuc reporter, luminescence, 48 h; response scale: scaled: vehicle 0%, 10 µM genistein 100%; Potency, µM (highest dose often 46.1 µM), inactives show at the top dose activation, hits mostly activators; 380,000 tested, 1.1% active; note: potency is the fitted concentration of half-maximal effect; nearly all actives have a fitted effect of over 80% in size; some results filed as inactive show a strong effect at the top dose
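Compounds are tested at multiple concentrations on MCF7 BRCA1-luciferase reporter cells seeded at 2000 per well; after 48 h, a single luminescence end-point is taken and curves fitted to the normalized data.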
p53 reactivator: mutant p53 re-activation in reporter cells. H1299 p53-A138V BP100-luciferase reporter, luminescence, 24 h. Potency, µM (top dose mostly 92.2 µM), for the others: at the top dose activity change, positive = activation, most hits filed as activators. 320,000 tested, 0.063% active. AID 504706; note: potency is the fitted concentration of half-maximal effect; % of control where 0% means no effect; nearly all actives have a fitted effect of over 45% in size
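H1299 (p53-null), stable ts p53-A138V + BP100-Luc; 1000 cells/well, Opti-MEM/10% FBS; cpd 4 pt, 1:5; 24 h, 37 deg C, 5% CO2; detection reagent 10 min RT; luminescence.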
Active calls of the source: *; ? = inconclusive; nt = not tested or not shown; [ ] = dose if it differs, or a comment. Unless noted, calls come from the whole dose curve; as a rule, active = well fitted curve in the direction sought with a large enough effect; inconclusive = small, poorly fitted or top-dose-only effect, or another doubt; inactive = no such curve, though single readings can be large; an effect the other way counts as inactive or inconclusive.

| cpd | molecule | TCR act | TRPV1 agonist | AT treatment | ELG1 repair inh | CXXC DNA block | PTAP TSG101 blk | Integrin act MD | B2AR arrestin | BRCA1 expr act | p53 reactivator |
| --- | --- | --- | --- | --- | --- | --- | --- | --- | --- | --- | --- |
| 1 | CN(C)c1nc(N/N=C/c2ccccc2O)nc(Nc2ccc(F)cc2)n1 | -0.4% | 11.7 | -1.4% | ? | 18.9% | -0.6% | -30.3% | ? | -83.3% | ? |
| 2 | COc1ccc(NC(=O)c2ccc(C)cc2)c(OC)c1 | -0.5%[46.1 µM] | 8.6 | 1.3% | ? | 9.9% | 0.0% | 9.3% | 0.8% | 73.3% | ? |
| 3 | CCOc1cc(C2c3c(n[nH]c3C)C(=O)N2c2ccc(Br)cc2)ccc1O (stereo not given) | 11.1% | 0.4 | -1.8% | ? | 0.7% | -6.3% | -48.9%[inhibitor] | 6.8% | 17.6% | ? |
| 4 | COP(=O)(/C=C/c1ccccc1)C(O)c1ccc(F)cc1 (stereo not given) | -1.3% | -0.1 | 5.7% | 18.8% | 2.4% | -3.4% | 0.5% | -0.4% | 15.7% | -12.0% |
| 5 | CN(CC(=O)Nc1ccc(OC(F)(F)F)cc1)C1CCCCC1 | 4.4% | ? | 3.1% | -6.5% | 3.9% | -4.6% | 33.7% | 0.0% | 4.1% | 13.2% |
| 6 | COc1cccc(C(=O)Nc2ccc(N3CCCC3)cc2)c1 | -7.6% | ? | nt | ? | 16.5% | -1.5% | -32.0% | 0.4% | 4.2% | ? |
| 7 | O=C(Nc1ccc(Cc2ccncc2)cc1)c1ccc(Cl)c([N+](=O)[O-])c1 | -0.4% | ? | 10.5% | ? | 12.2% | -1.0% | -50.8%[inhibitor] | -0.6% | -32.4% | -2.6% |
| 8 | O=C1/C(=C/c2ccco2)SC(=S)N1CC1CCCO1 (stereo not given) | 2.4% | 17.6 | -5.0% | -10.4% | 6.9% | -2.4% | -4.0% | 0.0% | 43.5% | ? |
| 9 | CCOC(=O)C(NC(=O)c1ccc(Cl)cc1Cl)(Nc1ccc(C)cc1)C(F)(F)F (stereo not given) | -5.2% | nt | -13.3% | 7.2% | 3.2% | -0.1% | 20.0% | -0.4% | 7.0% | 5.9% |
| 10 | O=C(Cn1ccc(NC(=O)OCc2ccccc2)nc1=O)NCCCN1CCCC1=O | -1.6% | -2.9 | -3.7% | 21.0% | nt | -2.1% | 20.7% | -0.2% | 4.2% | 1.8% |
| 11 | C=CCNC(=O)c1ccc(CSc2nc3ccccc3s2)cc1 | -4.0% | 1.2 | -6.7% | -5.6% | 1.3% | -2.7% | -22.8% | -0.1% | 70.8% | 29.2% |
| 12 | COc1ccccc1CNC(=O)COC(=O)c1cc(-c2ccco2)nc2ccccc12 | -0.9% | ? | 4.1% | ? | 10.5% | -2.7% | -3.1% | -0.2% | -64.6% | -1.8% |
| 13 | O=c1[nH]c2cc3c(cc2cc1CN(CC1CCCO1)S(=O)(=O)c1ccc(Cl)cc1)OCCO3 (stereo not given) | 0.1% | -5.6 | 12.1% | ? | 35.4%[activator] | -3.9% | 2.3% | 2.8% | -5.0% | ? |
| 14 | O=C1C(Cl)=C(Nc2ccccc2O)C(=O)N1c1ccccc1 | -3.3% | 26.6 | 0.6% | ? | -6.1% | 0.0% | -5.3% | -0.5% | -25.1% | ? |
| 15 | O=C(COC(=O)c1c[nH]c2ccccc12)Nc1ccccc1 | -1.3% | nt | 6.0% | -0.2% | nt | -1.7% | 12.3% | -0.4% | -9.9% | 19.0% |
| 16 | CNNC(=S)Nc1cccc(C(F)(F)F)c1 | 2.5% | 0.0 | 0.7% | 3.9% | -0.4% | -0.4% | 0.8% | -0.5% | -4.3% | -0.1% |
| 17 | CC(=O)N1CCC(C(=O)NCCOc2cccc(C)c2)CC1 | -0.7% | -3.1 | -1.2% | -12.8% | 7.5% | -0.1% | 3.0% | 0.7% | -4.2% | -4.1% |
| 18 | O=C(Nc1sc2c(c1C(=O)O)CCCCC2)c1ccccc1F | -5.7% | -0.3 | -4.1% | 11.1% | ? | -4.5% | ? | 0.1% | 52.6% | 8.5% |
| 19 | O=c1c(-c2ccccc2)c(O)nc2ccccn12 | nt | 1.1 | 4.8% | 0.4% | -2.6% | -11.4% | 5.8% | -0.3% | 5.1% | 0.0% |
| 20 | CCOC(=O)C1=C(C)NC(C)=C(C(=O)OCC)C1c1ccc(O)cc1 | -1.9% | 3.3 | -3.9% | 1.6% | 2.1% | -1.3% | 1.9% | 0.0% | -39.7% | -15.3% |
| 21 | O=C(NCCO)C1(c2ccccc2)CCCC1 | -0.2% | 5.5 | 0.5% | 1.6% | 21.3% | -2.5% | 0.0% | 0.1% | -14.0% | 1.3% |
| 22 | COc1ccc2c(c1)CC/C(=C/c1ccccn1)C2=O | 9.8% | 13.0 | -10.6% | ? | -16.9% | -1.1% | 0.0% | 0.0% | 12.6µM* | ? |
| 23 | COC(C/C=C/[C@@H](O)[C@@H](C)OCc1ccccc1)OC | 0.0% | nt | nt | nt | nt | -0.2% | -5.4% | nt | 0.0% | nt |
| 24 | Cc1c(O)ccc2c(-c3ccccc3)cc(=O)oc12 | -8.6% | ? | -10.3% | ? | 15.9% | -2.8% | 1.0% | -0.3% | -8.0% | -9.2% |
| 25 | Cc1ccc(SCC(=O)NC(=O)Nc2ccc3c(c2)OCCO3)cc1C | 0.1%[46.1 µM] | 0.8 | -1.3% | -6.9% | -3.7% | -0.5% | 14.9% | 4.0% | -39.9% | 6.2% |
| 26 | Cn1ccnc1SCC(=O)Nc1ccc(Oc2ccccc2)cc1 | 2.5% | -1.0 | 4.9% | ? | 7.2% | -5.1% | -2.7% | 0.0% | 10µM* | ? |
| 27 | Cc1c(Cl)cccc1NC(=O)CC(C(=O)O)C1CCCO1 (stereo not given) | 0.2% | -2.2 | 5.1% | 11.5% | -7.9% | -4.3% | -0.1% | 0.0% | -0.2%[1.84 µM] | -2.7% |
| 28 | O=C(OCc1nnc(-c2ccccc2)o1)c1cc(F)c(F)cc1Cl | nt | 27.7 | -9.9% | 0.8% | -2.7% | -0.5% | 10.3% | -0.2% | 4.0% | 20.9% |
| 29 | Cn1c(Cl)c(/C=N/OC(=O)C(C)(C)C)c2ccccc21 | nt | 12.3 | 4.5% | -3.4% | 5.7% | 0.0% | -10.9% | -0.2% | 0.5% | 1.2% |
| 30 | O=C(Nc1nc2c(Cl)ccc(Cl)c2s1)C1CC1 | 3.3% | -2.3 | -18.5% | ? | nt | -0.5% | -3.2% | -0.3% | -41.9% | 6.9% |
| 31 | COc1ccc(NC(=O)C(OC(=O)c2cnccn2)c2ccccc2)cc1Cl (stereo not given) | -4.6% | 0.0 | -4.5% | 7.6% | -16.3% | -6.3% | ? | 3.0% | 41.9% | 10.4% |
| 32 | COc1ccc(OCC(=O)NCCNC(=O)c2ccccn2)cc1 | 10.3% | -0.9 | -13.0% | 15.1% | -3.1% | -1.6% | -23.5% | -0.2% | -25.6% | -4.7% |
| 33 | COc1cc(NC(=O)c2ccc(NS(=O)(=O)c3c(C)noc3C)cc2)cc(OC)c1 | 3.7% | 1.8 | -1.3% | 0.0% | 1.6% | -8.0% | 26.5% | 0.0% | -13.4% | -9.0% |
| 34 | COc1ccc(Cl)cc1S(=O)(=O)N1CCN(c2ccc(F)cc2)CC1 | -2.1% | 15.0 | -1.8% | -7.7% | 0.0% | -4.5% | 0.2% | 0.3% | 0.0% | -16.8% |
| 35 | CCOC(=O)C1CCN(C(=O)COC(=O)c2c(C)c(CC)nc3ccccc23)CC1 | -0.5% | nt | 4.8% | 0.0% | nt | -4.8% | -2.8% | 0.3% | -14.1% | -2.2% |
| 36 | COCCNC(=O)C12CC3CC(C1)CC(c1ccccc1)(C3)C2 | -8.7% | 0.5 | 1.3% | ? | -2.0% | 0.0% | -16.8% | -0.3% | -2.4% | -1.1% |
| 37 | COC(=O)COc1ccc(NS(=O)(=O)c2cccc([N+](=O)[O-])c2)cc1 | -3.0% | -7.0 | 0.4% | -1.0% | -6.1% | -0.5% | 12.4% | 0.4% | -29.5% | -6.8% |
| 38 | COc1cccc(/C=N/n2nnnc2N)c1OCc1ccccc1Cl | 3.6%[46.1 µM] | ? | nt | -0.2% | -0.6% | -3.1% | -22.8% | -0.5% | 1.2% | -0.5% |
| 39 | CCOc1ccccc1NC(=O)COC(=O)C1CC1 | 19.9% | 1.2 | 0.0% | 21.1% | 2.3% | 0.3% | 14.5% | 0.0% | -14.4% | 1.4% |
| 40 | COc1ccc(N(Cc2cc3ccccc3[nH]c2=O)S(=O)(=O)c2ccccc2)cc1 | -5.9% | 11.2 | 6.8% | ? | 7.1% | -1.8% | -28.7% | 0.3% | -14.0% | -7.2% |
| 41 | CN(C)c1cc(-c2ccc(C#N)cc2)oc(=O)c1Cl | 2.1% | 21.8 | -8.7% | 5.3% | -12.1% | 1.2% | 4.1% | 0.7% | -4.4% | 2.3% |
| 42 | Cc1cccc(NC(=O)COc2coc(CN3CCN(Cc4ccccc4)CC3)cc2=O)c1 | -34.3% | 1.5 | 2.5% | 4.0% | nt | 0.1% | 3.8% | -1.8% | -16.1% | 6.9% |
